rCAG RNA binder: binders of r(CAG) RNA repeats, primary screen, biochemical, fluorescence; r(CAG) RNA repeat, TO-PRO-1 dye displacement fluorescence; inhibition, % at 3 µM; 370,000 compounds, 1.3% hits; AID 651821, 2012;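 active = inhibition above the plate cutoff, the mean of all test compounds on that plate plus 3 SD, cut at about 35% in these data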;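 note: 0% = DMSO alone and 100% = 100 µM mitoxantrone as full dye displacement; higher means more dye released from RNA so lower well fluorescence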
SIAE primary: human SIAE inhibitors, primary screen, biochemical, fluorescence polarization, FP-Rh probe, 1536-well HTS. SIAE FP-Rh probe binding. inhibition, % at 9.66 µM. 370,000 compounds, 0.69% hits. AID 1053197, 2014;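 active = inhibition above a cutoff: mean of compounds within the control limits plus 3 SD of those, cut at about 17% in these data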;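 note: 0% = plate median of compound wells and 100% = probe without SIAE protein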
Target sequence (Q9HAT2 whole entry, looked up): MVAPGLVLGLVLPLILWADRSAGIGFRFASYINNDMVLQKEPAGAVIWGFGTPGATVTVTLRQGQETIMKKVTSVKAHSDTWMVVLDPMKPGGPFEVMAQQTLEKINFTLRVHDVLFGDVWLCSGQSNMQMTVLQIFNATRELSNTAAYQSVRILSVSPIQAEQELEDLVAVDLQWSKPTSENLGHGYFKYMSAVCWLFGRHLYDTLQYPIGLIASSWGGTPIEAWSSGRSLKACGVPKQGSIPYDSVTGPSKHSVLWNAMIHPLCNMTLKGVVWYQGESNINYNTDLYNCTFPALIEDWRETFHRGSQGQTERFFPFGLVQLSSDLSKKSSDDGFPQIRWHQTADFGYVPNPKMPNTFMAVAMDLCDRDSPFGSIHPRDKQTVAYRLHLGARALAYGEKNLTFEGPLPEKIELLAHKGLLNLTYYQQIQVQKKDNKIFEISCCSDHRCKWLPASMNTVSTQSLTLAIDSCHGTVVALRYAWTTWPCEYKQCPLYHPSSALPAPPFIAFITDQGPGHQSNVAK
ABHD4 inh: ABHD4 inhibitors, primary screen, biochemical, fluorescence polarization, mouse. (Lyso)-N-acylphosphatidylethanolamine lipase (Mus musculus), Q8VD66. purified mABHD4, FP-Rh probe fluorescence polarization. inhibition, % at 8.92 µM. 370,000 compounds, 0.54% hits;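 active = inhibition exceeding the mean over every tested compound plus 3 SD, cut at about 30% in these data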;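 note: 0% = plate median of compound wells and 100% = S159A mutant with DMSO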
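Assay system: wild-type mouse ABHD4 protein; compound: single nominal dose of 8.92 µM, 0.89% DMSO final; schedule: 45 min + 60 min at 25 °C; measured by: FP readout, ex 525 nm / em 598 nm; evaluation: % inhibition of FP-Rh probe binding versus controls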
TDP2 absorb: human TDP2 enzyme inhibitors, primary screen, biochemical, epi absorbance, recombinant enzyme; Tyrosyl-DNA phosphodiesterase 2 (Homo sapiens), O95551; AID 720702, 2013; inhibition, % at 12.8 µM; 370,000 compounds, 0.34% hits; T5PNP hydrolysis, p-nitrophenol absorbance 415 nm;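 active = inhibition above the mean of all tested compounds plus 3 SD, set per campaign, cut at about 25% in these data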;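 note: 0% = DMSO with enzyme and 100% = buffer with substrate but no TDP2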
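Read-out basis: percent inhibition. System: recombinant human TDP2. Buffer or medium: Mg2+-containing Tris-HCl buffer, pH 7.5. Repeats: single replicate. Timing: reaction 2 h, 37 °C. Benchmarks: high control without enzyme, low control DMSO plus TDP2. Probe or stimulus: 5 mM T5PNP. Doses: 12.8 µM only. Measured by: epi absorbance of p-nitrophenol freed from T5PNP by hydrolysis.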
PG9 binder: binders of HIV-1 gp120 antibody PG9, primary screen, biochemical, TR-FRET; HIV-1 gp120 / PG9 antibody interaction; TR-FRET gp120-PG9 antibody binding; inhibition, % at 6.7 µM; 360,000 compounds, 0.43% hits; in the data active = inhibition above about 8.5%
PRMT1 inh: PRMT1 methyltransferase inhibitors, primary screen, biochemical, fluorescence polarization; AID 652257, 2013; Protein arginine N-methyltransferase 1 (Homo sapiens), Q99873; 370,000 compounds, 1.3% hits; inhibition, % at 2.79 µM; recombinant PRMT1, activity-based probe fluorescence polarization;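 active = inhibition above about 21% made by adding two undisclosed values, limit read from the data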
LEDGF integ inh: blockers of LEDGF/p75-dependent integrase strand transfer – biochemical, TR-FRET, high throughput, primary screen | inhibition, % at 3.7 µM | HIV-1 integrase (with human LEDGF/p75) | 370,000 compounds, 0.64% hits | TR-FRET IN-LEDGF/p75 DNA integration, Eu/Cy5;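 active = inhibition above the screen-wide mean plus 3 SD, cut at about 13% in these data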;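 note: signal is the Cy5 over europium emission ratio at 671 and 618 nm; 0% = plate median of compound wells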
TCR-CD3 inh: inhibitors of human TCR-CD3 interaction, primary screen, biochemical, fluorescence, TAMRA-labeled TCR probe | inhibition, % at 9.4 µM | 360,000 compounds, 0.37% hits | T-cell receptor (TCR); in the data active = inhibition above about 19%;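 note: recombinant mutant TCR 2C K166C tagged with TAMRA read by polarization; 0% = receptor in buffer alone and 100% = receptor with positive control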
HTRA1 inhibitor: HTRA1 serine protease inhibitors, primary screen, biochemical, fluorescence polarization, HTS | Q92743 | recombinant HTRA1, FP-rhodamine activity-based probe | inhibition, % at 5.96 µM | 340,000 compounds, 0.5% hits | AID 504803, 2011; in the data active = inhibition above about 36%;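 note: 0% = enzyme with DMSO and 100% = wells lacking enzyme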
Target sequence (Q92743 whole entry, looked up): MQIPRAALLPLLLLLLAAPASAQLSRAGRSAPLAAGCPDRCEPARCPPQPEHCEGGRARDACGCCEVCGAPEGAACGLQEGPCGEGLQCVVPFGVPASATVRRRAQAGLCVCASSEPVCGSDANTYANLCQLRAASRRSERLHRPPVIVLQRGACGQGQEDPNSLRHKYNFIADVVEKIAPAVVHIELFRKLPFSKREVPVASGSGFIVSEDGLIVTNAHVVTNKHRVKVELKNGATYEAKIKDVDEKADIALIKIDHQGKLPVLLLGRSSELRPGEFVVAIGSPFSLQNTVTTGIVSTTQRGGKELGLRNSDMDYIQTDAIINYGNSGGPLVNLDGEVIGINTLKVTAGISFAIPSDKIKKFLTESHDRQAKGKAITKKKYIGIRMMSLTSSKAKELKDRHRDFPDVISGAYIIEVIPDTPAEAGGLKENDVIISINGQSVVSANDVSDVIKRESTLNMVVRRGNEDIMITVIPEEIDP
NR1D1 modulator: modulators of Rev-erb alpha DNA binding, primary screen, biochemical, FITC-DNA, fluorescence polarization, uHTS; 370,000 compounds, 0.79% hits; AID 1259318, 2017; Rev-erbα–FITC-DNA binding, 90 min; activity, % at 10 µM; Nuclear receptor subfamily 1 group D member 1 (Homo sapiens), P20393;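 active = activity above about 14%, limit read from the data; passing the limit was not always enough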;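 note: 0% = DMSO wells with 35 nM protein and 100% = DMSO wells with 750 nM protein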
Numbers without * were called inactive; . = no result given. Some of the compounds tested (hit frequency here may not be typical).

mol	ABHD4 inh	TCR-CD3 inh	LEDGF integ inh	NR1D1 modulator	TDP2 absorb	PRMT1 inh	SIAE primary	HTRA1 inhibitor	PG9 binder	rCAG RNA binder
Cc1noc2ncnc(Oc3ccc(C(C)(C)C)cc3)c12	7	-4	-3	-5	6	1	5	3	1.4	-5
Cc1ccccc1N1CC(C(=O)Nc2ccc(S(=O)(=O)N3CCCCC3)cc2)CC1=O (configuration not stated)	0	-6	4	-3	25*	1	12	-6	1.1	3
Cn1c(CNC(=O)c2ccc3c(c2)OCO3)nnc1SCC(=O)Nc1ccc(F)cc1	-3	7	-1	-4	5	0	2	-1	-1.0	-4
N#Cc1cccc(S(=O)(=O)NCC(=O)NCc2ccc3c(c2)OCO3)c1	13	3	-2	-3	8	6	-1	-4	0.9	5
Cc1ccc(N(Cc2ccccc2)C(=O)c2cccc(F)c2)cc1	-10	1	0	-9	0	0	-8	-7	-1.4	-6
CCOc1ccc(C2=Nn3c(nnc3-c3ccccc3)SC2)cc1Cl	-9	3	-4	-1	-2	0	-1	1	-0.8	2
COc1ccc(-c2cc(C#N)nc(Cl)n2)cc1	-2	-5	-3	-3	-4	6	-11	-24	0.3	-2
CN(CCCCCCN(C)Cc1ccccc1O)Cc1ccccc1O	12	4	5	-8	7	-4	2	0	-0.4	-2
COC(=O)c1cn(NC(=O)Cc2cccc(C(F)(F)F)c2)c(=O)c2ccccc12	-6	-6	2	-5	0	-1	-3	0	1.8	5
CC(C)CNC(=S)NC1CC2CCCC(C1)N2Cc1ccco1 (configuration not stated)	-2	5	-2	-2	-1	-1	6	-10	1.0	-7
CCn1nc(C)c(CNC(=O)c2cc(COc3cncc(Cl)c3)on2)c1C	-2	2	1	-5	-3	-2	12	2	-0.2	-4
COC(=O)c1sc2nc(SCC(=O)N(C)c3ccccc3)n(N)c(=O)c2c1C	1	1	-5	8	0	1	-2	2	-2.3	4
O=C(Nc1ccccc1F)Nc1ccccc1F	-7	-1	3	3	10	-3	5	-2	1.9	-1
CCSc1nnc(NC(=O)CSc2c(Cl)cccc2Cl)s1	-7	0	-2	3	8	-1	-7	-13	-1.4	5
COCCn1c(-c2ccc(OC)cc2)nc2ccccc21	-2	-3	-3	1	7	-3	-3	4	0.6	-5
CC(=O)Nc1ccc(OCC(O)Cn2nc(C)nc2C)cc1 (configuration not stated)	3	-7	-1	-5	-6	-1	-3	-8	1.8	-5
COC(=O)c1cc2c(c3c4cc(F)ccc4n(S(=O)(=O)c4cccc(C)c4)c13)C(=O)N(Cc1ccccc1OC)C2	-3	4	-3	6	-13	-3	-5	.	-1.1	13
COc1nc(=O)n(C2C=CC(=O)O2)cc1F (configuration not stated)	0	-1	4	1	1	-2	2	5	1.9	1
CN(Cc1ccc(Cl)cc1Cl)C(=O)c1cccc(S(=O)(=O)NCc2ccccc2)c1	-9	1	-2	-6	-12	-1	-12	-45	0.2	5
CC(=O)Nc1ccc2c(c1)nc(C)n2Cc1ccccc1	0	8	2	-4	1	-2	1	-2	1.0	10

Structures listed above marked active in TDP2 absorb.
Compound,ABHD4 inh,TCR-CD3 inh,LEDGF integ inh,NR1D1 modulator,TDP2 absorb,PRMT1 inh,SIAE primary,HTRA1 inhibitor,PG9 binder
Cc1ccccc1N1CC(C(=O)Nc2ccc(S(=O)(=O)N3CCCCC3)cc2)CC1=O (configuration not stated),0,-6,4,-3,25*,1,12,-6,1.1

(continued)
mol	ABHD4 inh	TCR-CD3 inh	LEDGF integ inh	NR1D1 modulator	TDP2 absorb	PRMT1 inh	SIAE primary	HTRA1 inhibitor	PG9 binder	rCAG RNA binder
COCCNC(=S)N1CCc2cc(OC)c(OC)cc2C1c1cccs1 (configuration not stated)	-3	7	-1	2	7	1	0	3	-0.2	-3
O=C(CN(CC(=O)N1CCOCC1)S(=O)(=O)c1ccc(Br)s1)N1CCOCC1	-2	3	-2	-6	8	0	4	-3	0.7	1
CCc1ccccc1NC(=O)NCc1ccc2c(c1)OCO2	-5	-3	-5	3	-6	2	1	-4	-1.5	-2
CCS(=O)(=O)CCSc1nc2ccccc2o1	7	-3	-3	2	3	1	-1	-1	0.7	-2
COc1ccc(CNc2nc3ccccc3n2C)c(OC)c1	-4	-3	-2	3	9	2	-2	-6	0.2	-1
Cc1ccc2nc(C3CCN(CC(=O)Nc4ccc5c(c4)OCCO5)CC3)[nH]c2c1	2	7	-2	4	-7	0	0	-2	0.2	-6
COc1ccc(S(=O)(=O)N2CCCCCC2)cc1NC(=O)CN(C)Cc1ccc2c(c1)OCO2	6	1	1	3	0	1	-3	-53	-1.0	4
Cc1cc(NC(=O)CS(=O)(=O)c2cn(Cc3cccc(C(F)(F)F)c3)c3ccccc23)no1	-2	-5	0	0	-3	-1	-3	.	-0.1	3
COc1ccccc1C(=O)Nc1ccccc1C(=O)NC1CCCCC1	-12	-5	-1	-4	-12	7	-1	-12	-0.2	-8
Cc1cc(C)c2c(-n3cccc3)c(C(=O)NNS(=O)(=O)c3ccc(Br)cc3)sc2n1	1	-3	5	.	-4	4	-1	-20	0.5	32
O=C1CC(C(=O)Nc2nccs2)C(c2ccccc2)O1 (configuration not stated)	3	-2	0	-1	-11	2	9	-7	2.3	3
Cc1ccc(S(=O)(=O)CCSc2ccc(C(F)(F)F)cn2)cc1	-5	-6	-1	2	3	2	-2	.	0.5	-2
O=C(NCc1ccco1)c1ccc(=O)[nH]n1	5	3	12	-2	-6	5	4	0	-0.4	5
CCc1nc2c(OCc3ccc(C(=O)N(C)C)cc3)cccn2c1N(C)C(=O)c1ccc(C)cc1	4	-3	-5	3	2	0	9	.	-1.3	3
N#Cc1ccc(OCC(=O)NCC2COc3ccccc3O2)cc1 (configuration not stated)	-9	1	-5	1	-5	9	-6	6	1.4	4
CC(NCC(=O)NC(=O)NCCC1=CCCCC1)c1ccc(S(N)(=O)=O)cc1 (configuration not stated)	14	-1	2	1	2	6	8	2	-0.1	4
CCOC(=O)c1sc(NC(=O)CN2CC(C)OC(C)C2)nc1C (configuration not stated)	0	4	0	0	-1	-1	4	0	0.7	-2
COc1cccc(C(=O)N(Cc2cccs2)C2CCS(=O)(=O)C2)c1 (configuration not stated)	-11	1	0	-3	-13	7	-4	-1	1.5	-1
CCCCC[C@H](C)N1C[C@@H](COCc2ccccc2)Oc2cc(N3CCC[C@H]3CO)ccc2S1(=O)=O	-11	2	-1	-2	-1	-2	2	.	-3.0	9
O=C1NC(=O)C(c2ccc(Cl)cc2Cl)N1 (configuration not stated)	-1	-3	1	-3	1	-6	1	0	-3.4	1
Cn1nnc(NC(=S)NC(=O)c2ccco2)n1	-2	3	1	-1	10	-1	6	5	-1.6	14
Cc1nc2ccc3nc(NC(=O)C4COc5ccccc5O4)sc3c2s1 (configuration not stated)	3	-4	6	12	7	-4	-7	-8	-0.6	6
CCOC(=O)c1cc(CC)sc1/N=C/c1c(O)ccc2ccccc12	3	8	1	-4	3	-1	9	-1	-1.1	0
O=C(CSc1nnc(C2CC2)n1CC1CCCO1)Nc1ccccc1Cl (configuration not stated)	4	1	-3	2	-2	2	4	8	-0.6	1
C=CCOc1c2ccc(C(=O)N(CC)c3ccc(OC)cc3)cc2nn1C	-6	-2	2	-5	9	-2	-3	8	-1.1	-1
NCCCCCc1nnc(SCc2ccc(Cl)cc2Cl)o1	4	-3	-2	-2	5	2	1	4	3.2	8
CCC(C)N(C(C)CC)S(=O)(=O)c1ccc2[nH]c(=O)oc2c1 (configuration not stated)	-5	.	-2	2	-8	5	9	.	.	21
COc1cccc(CC(NC(C)=O)C(=O)NC2CCN(S(=O)(=O)c3ccc(NC(C)=O)cc3)CC2)c1OC (configuration not stated)	2	6	-1	3	11	-2	4	15	-2.6	0
CC(=O)Nc1cccc(NS(=O)(=O)c2ccc3c(c2)CCC(=O)N3)c1	2	1	0	11	11	1	9	3	-1.9	2
COc1ccc(/C=C\c2nc(O)c([N+](=O)[O-])c(=O)[nH]2)cc1O	-2	6	1	0	1	-1	4	-5	-2.0	3
Cc1c(C(=O)/C=C/N(C)C)nnn1-c1ccc(Cl)c(Cl)c1	-29	3	-1	3	21	-2	-3	-36	-0.1	5
CN1C2=N[C@H](c3ccccc3)CC(=O)N2/C(=C\c2ccccc2)C1Cc1ccccc1 (some centres not stated)	-2	.	0	2	3	-2	13	.	.	2
CCOC(=O)c1sc(NC(=O)CCN2CCN(C)CC2)c(C(=O)OCC)c1C	1	0	3	2	-7	-2	-1	-2	-2.2	-5
Cc1ccc(S(=O)(=O)N2CCOCC2)cc1NC(=O)CNC1CCCC1	15	-5	3	-6	17	-3	-2	7	-1.3	-3
COc1ccc(NC(=O)COC(=O)c2ccccc2SCC(=O)N2CCCC2)cc1	0	5	2	-3	1	5	3	6	-2.4	-2
CCCCN1CC(C(=O)NCc2ccc(C)cc2)CC1=O (configuration not stated)	-6	-6	-2	0	-9	2	0	0	-3.9	46*
CCCCNS(=O)(=O)c1ccc(NC(=O)Cc2ccc(OC)cc2)cc1	-7	-1	-4	2	3	8	-8	-10	-0.5	4
COC(=O)c1sc(S(=O)(=O)N2CCN(c3ccccc3F)CC2)c(C(=O)OC)c1C	-4	10	0	1	-2	2	-2	-14	1.2	6
COc1ccccc1OCc1ccc(C(=O)N2CCN3CCCC3C2)cc1 (configuration not stated)	-12	-5	-1	3	2	15	-1	-4	0.4	5
O=S(=O)(c1ccc(Br)cc1)N1CCC(c2nc3ccccc3[nH]2)CC1	-3	2	-2	-2	-12	1	-5	-8	1.1	0
Nc1nc(Br)c2c(F)cccc2c1-c1ccc(F)cc1	1	1	-4	0	2	3	4	-2	1.1	-1
CCN(NC(=O)C(O)(c1ccc(F)cc1)c1ccc(F)cc1)C(=O)c1ccccc1	-4	3	3	5	5	-4	4	2	0.6	-2

One compound at a time (already shown). Screens in order: ABHD4 inh, TCR-CD3 inh, LEDGF integ inh, NR1D1 modulator, TDP2 absorb, PRMT1 inh, SIAE primary, HTRA1 inhibitor, PG9 binder, rCAG RNA binder
COC(=O)c1sc(S(=O)(=O)N2CCN(c3ccccc3F)CC2)c(C(=O)OC)c1C across the screens: -4, 10, 0, 1, -2, 2, -2, -14, 1.2, 6
COc1ccc(/C=C\c2nc(O)c([N+](=O)[O-])c(=O)[nH]2)cc1O across the screens: -2, 6, 1, 0, 1, -1, 4, -5, -2.0, 3
